Source: PubChem (Sanford-Burnham Center for Chemical Genomics)
APJ ag: APJ receptor agonism | CHO-K1 APJ PathHunter beta-arrestin, luminescence; 0% DMSO wells, 100% apelin | activation, % at 20 µM | 0.11% of 330,000 active | P35414;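 active = activation more than six SD over the plate average, tested at 20 µM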;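 note: 0% = DMSO alone and 100% = apelin-13 at 10 nM; some results filed as inactive read as strong as hits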
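Material: engineered CHO-K1 APJ arrestin reporter cells; amount: 1000 CHO-K1 reporter cells seeded per well; incubation: compound stimulation 90 min at 25 °C, detection 60 min; signal: luminescent beta-gal fragment complementation, chemiluminescent substrate; read-out basis: APJ agonist activity; controls: DMSO-only wells as negative, 10 nM Apelin-13 as positive control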
APJ antag: blocks the human apelin receptor APJ | CHO-K1 APJ beta-arrestin complementation, luminescence | inhibition, % at 20 µM | 0.32% of 330,000 active | AID 2521;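 active = inhibition above about 40% at 20 µM, limit read from the data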;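 note: cells challenged with 10 nM apelin-13 agonist together with compound; plate controls were apelin-13 plus DMSO wells for no effect and DMSO wells lacking apelin-13 for full effect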
CCR6 antagonist: antagonists of human CCR6 receptor | AID 493098 | 0.49% of 340,000 active | inhibition, % at 20 µM | CHO-K1 CCR6 PathHunter beta-arrestin, luminescence, CCL20-stimulated | P51684;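 active = compounds whose inhibition of the agonist-driven luminescence signal at 20 µM reaches about 50%, limit read from the data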;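 note: cells stimulated with CCL20 at 14 nM final; plate controls were DMSO with CCL20 for no effect and DMSO without agonist for full effect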
Target sequence (P51684 whole entry, looked up): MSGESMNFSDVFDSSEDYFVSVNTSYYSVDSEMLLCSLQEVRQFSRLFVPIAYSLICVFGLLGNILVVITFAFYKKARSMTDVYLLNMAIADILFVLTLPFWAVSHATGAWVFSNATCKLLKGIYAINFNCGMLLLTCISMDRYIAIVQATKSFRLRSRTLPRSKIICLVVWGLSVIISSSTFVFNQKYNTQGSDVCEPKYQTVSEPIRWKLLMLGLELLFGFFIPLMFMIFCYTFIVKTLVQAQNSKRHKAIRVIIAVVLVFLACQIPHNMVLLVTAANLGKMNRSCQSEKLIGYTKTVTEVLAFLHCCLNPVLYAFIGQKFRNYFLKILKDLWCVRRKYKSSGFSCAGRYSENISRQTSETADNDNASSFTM
EBI2 antag: blocks human EBI2 receptor beta-arrestin signaling; P32249; EBI2 beta-arrestin recruitment, luminescence, 7a,25-OHC stimulated; AID 651636; inhibition, % at 5 µM; 0.81% of 360,000 active; in the data active = inhibition above about 38%;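 note: enzyme fragment complementation signal reports receptor beta-arrestin coupling in cells; 0% = agonist plus DMSO wells and 100% = wells without agonist; some results beyond the cut were filed as inactive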
Target sequence (P32249 whole entry, looked up, the tested form may be a part): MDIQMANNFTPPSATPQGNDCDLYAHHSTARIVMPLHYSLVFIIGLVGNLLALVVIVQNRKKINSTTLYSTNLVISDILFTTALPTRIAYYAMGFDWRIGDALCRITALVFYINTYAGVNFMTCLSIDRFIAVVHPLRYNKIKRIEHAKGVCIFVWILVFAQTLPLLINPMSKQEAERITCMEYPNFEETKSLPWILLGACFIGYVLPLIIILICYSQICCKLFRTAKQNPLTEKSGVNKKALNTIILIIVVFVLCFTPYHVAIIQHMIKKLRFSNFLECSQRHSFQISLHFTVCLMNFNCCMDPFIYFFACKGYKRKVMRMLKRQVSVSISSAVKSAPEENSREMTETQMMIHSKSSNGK
CXCR6 block: CXCR6 (human) receptor inhibition; O00574; CHO-K1 PathHunter CXCR6 beta-arrestin, luminescence; inhibition, % at 20 µM; 0.36% of 360,000 active; AID 602244; in the data active = inhibition above about 34%, passing the limit was not always enough;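 note: antagonist mode with CXCL16 agonist at 10 nM final; 0% = 10 nM CXCL16 with DMSO and 100% = unstimulated wells without agonist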
Gli-Sufu antag: blocks Gli-Sufu signaling in a luciferase reporter; 0.74% of 340,000 active; Sufu-KO-LIGHT fibroblasts, Gli luciferase reporter luminescence; inhibition, % at 5 µM; AID 588413;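 active = inhibition above about 55%, limit read from the data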;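 note: 0% = DMSO-treated cells and 100% = wells with medium but no cells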
UBC13 polyUb: human UBC13 polyubiquitination inhibition. P61088. UBC13 polyubiquitin chain formation, TR-FRET. inhibition, % at 20 µM. 0.47% of 330,000 active. AID 485273; in the data active = inhibition above about 45%, passing the limit was not always enough
Target sequence (P61088 whole entry, looked up): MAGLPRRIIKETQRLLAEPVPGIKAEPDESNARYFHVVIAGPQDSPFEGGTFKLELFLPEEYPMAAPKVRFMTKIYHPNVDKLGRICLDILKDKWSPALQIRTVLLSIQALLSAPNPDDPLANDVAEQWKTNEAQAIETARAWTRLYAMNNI
ATG4B inh: ATG4B (human) cysteine protease inhibition; Q9Y4P1; ATG4B cleavage of LC3-PLA2, NBD-HPC fluorescence, 1 h; inhibition, % at 8.33 µM; 0.51% of 340,000 active; in the data active = inhibition above about 40%
* = called active by the depositor; x = not tested or not shown. Not a hit list (roughly 3% active in at least one column).

The first 2 entries as a preview:
SMILES	APJ ag	APJ antag	CCR6 antagonist	EBI2 antag	CXCR6 block	Gli-Sufu antag	UBC13 polyUb	ATG4B inh
Cc1ccc(CN(Cc2ccco2)C(=S)NCC(=O)O)cc1	-3	-9	1	-8	-14	-1	-14	-2
CC1(C(=O)NCc2cccnc2)CCC(=O)N1CCc1ccccc1 (stereo not drawn)	-4	-69	3	-11	-4	0	-2	1

All compounds of this part (from the top)
SMILES	APJ ag	APJ antag	CCR6 antagonist	EBI2 antag	CXCR6 block	Gli-Sufu antag	UBC13 polyUb	ATG4B inh
Cc1ccc(CN(Cc2ccco2)C(=S)NCC(=O)O)cc1	-3	-9	1	-8	-14	-1	-14	-2
CC1(C(=O)NCc2cccnc2)CCC(=O)N1CCc1ccccc1 (stereo not drawn)	-4	-69	3	-11	-4	0	-2	1
COc1ccccc1NS(=O)(=O)c1c(C)nc2sccn2c1=O	1	-3	11	0	-1	6	1	-11
Cn1nc(C(=O)NCCN2CCOCC2)c2ccccc2c1=O	0	-3	-2	2	2	2	-6	12
CC(C)(C)OC(=O)NCCCCCNC(=O)c1[nH]cnc1C(=O)NC1CCN(C(=O)OC(C)(C)C)CC1	2	9	-3	30	-11	22	7	-7
OC(COCCOc1ccc(Br)cc1)CN1CCCCC1 (stereo not drawn)	-5	0	-8	0	2	13	4	4
C=CC[C@@H](CC(=O)N[C@H](CO)Cc1ccccc1)C(=O)N[C@H](COC(=O)[C@H](CC=C)CC(=O)OC(C)(C)C)Cc1c[nH]c2ccccc12	x	x	10	12	3	6	x	-23
Cn1c(CN2CCCCC2)nc2cc(NC(=O)c3ccc(F)cc3)ccc21	-1	14	8	6	-4	-19	-3	-6
CC(C)(C)OC(=O)C[C@H]1C/C=C\C[C@@H](CC(=O)N[C@H](CO)Cc2ccccc2)C(=O)N2CCC[C@H]2COC1=O	-6	10	-10	-3	1	-8	-3	-11
O=C(O)CSC(=S)N1CCCC1	-5	-25	4	-9	-2	2	3	-2
O=C(CN1CCOCC1)Nc1scc2c1c(=O)oc1ccccc12	3	3	7	-24	0	-16	9	1
CCNc1nc(NC(C)(C)C)nc(SCC(N)=O)n1	-1	3	-1	-17	-4	0	8	-4
CCOc1ccc(C2C([N+](=O)[O-])=C(C)N(C)C(=O)N2C)cc1OC (stereo not drawn)	-2	-28	2	0	-4	-5	-9	-3
Cc1cc(=O)[nH]c2nnc(-c3ccc(Br)cc3)n12	-3	-12	-5	7	-4	-37	-12	0
COc1ccc(CCNC(=S)NCc2ccc(Cl)c(Cl)c2)cc1OC	8	-22	12	-4	-2	6	-11	22
O=c1c(Cc2ccc(Cl)cc2Cl)c(O)ccn1Cc1ccncc1	-3	12	-9	-20	-3	10	3	1
CCOc1ccc(C(=O)NC2CCN(C(=O)Nc3ccccc3OC)CC2)cc1	-2	1	1	-1	6	3	-17	-8
CCN(CC)C1CCN(C(=O)CCc2nnc(CCCCc3ccccc3)o2)C1 (stereo not drawn)	0	16	-10	-3	3	-4	9	-5
COc1ccccc1CN1C[C@@H]2C[C@@H](c3ccccc3OC)N3CCC[C@@]23C1=O	0	0	13	12	2	11	5	2
O=C(NC1CCCCCCC1)c1cc([N+](=O)[O-])ccc1Cl	0	4	-8	10	0	-7	-6	4
CC(C)(C)NC(=O)C(c1ccc(F)cc1)N(Cc1cccs1)C(=O)c1ccc(CN2CCOCC2)o1 (stereo not drawn)	-1	8	1	2	-5	13	-1	15
Cc1ccc(N(Cc2ccccc2)C(=O)c2cccc(F)c2)cc1	-5	6	20	8	11	-28	-7	2
NC(=O)c1ccsc1NC(=O)COC(=O)CNC(=O)c1ccc(Cl)cc1	-4	3	-8	3	-6	3	13	-2
O=C(Nc1c2c(nn1-c1ccccc1)CSC2)c1ccc(N2C(=O)CCC2=O)cc1	-2	2	14	-6	-2	1	-4	-4
O=C(Nc1cccc(O)c1)C1CC(c2c(F)cccc2Cl)=NO1 (stereo not drawn)	0	6	1	-3	-10	0	-6	-2
O=C(O)c1ccc(Oc2ccc(C(F)(F)F)cn2)cc1	0	-12	6	-1	-6	-2	4	7
COc1ccc(-n2c(SCC(=O)NCC3CCCO3)nc3c([nH]c4ccccc43)c2=O)cc1OC (stereo not drawn)	1	14	7	3	13	7	-4	-3
O=C(CSc1nnnn1-c1ccccc1Cl)Nc1ccc2c(c1)OCCO2	-1	9	-2	-1	-10	2	12	-5
COc1ccc(C)cc1S(=O)(=O)NCC(c1cccnc1)N1CCc2ccccc2C1 (stereo not drawn)	-3	2	19	0	4	39	-9	-7
COc1cc(CNC(C)c2ccccc2)cc(Cl)c1OCC(=O)Nc1ccccc1 (stereo not drawn)	-3	3	15	-6	-8	27	36	-3
CC(=O)Nc1ccc(S(=O)(=O)NCC2CCC(C(=O)N3CC(C)CC(C)C3)CC2)cc1 (stereo not drawn)	-1	-4	1	-4	-4	6	-4	4
CCCCOc1ccc(C(=O)NCC(=O)NCC(c2ccco2)N2CCCCC2)cc1 (stereo not drawn)	1	-31	17	6	-3	5	3	-2
CCN(CC)S(=O)(=O)c1ccc2oc(SCC(=O)NC3CC3)nc2c1	3	-14	-1	5	0	-2	-10	-4
CCOc1cc(N2CCOCC2)c(OCC)cc1NC(=O)CN1C(=O)NC(C)(C2CC2)C1=O (stereo not drawn)	-2	-7	14	1	-4	4	-3	-2
CCOc1ccc(-c2nc(N)ncc2-c2ccccc2OC)c(O)c1	-7	-10	7	26	-6	2	23	-9
COc1cccc(-c2nc(CS(=O)(=O)CC(=O)NCCCc3ccccc3)c(C)o2)c1	-4	-6	5	16	4	4	-2	-10
Cc1cc2nnc(SCC(=O)NCc3ccco3)n2c2ccccc12	-3	-14	7	-10	0	-7	4	-12
O=C(Cn1nc(-c2ccc(Cl)cc2)ccc1=O)NCC1CCCO1 (stereo not drawn)	0	-78	-8	2	-4	0	-2	-7
CCCS(=O)(=O)N1CCCC(C(=O)NCCN2CCCCC2C)C1 (stereo not drawn)	-3	5	-1	0	2	8	3	-7
COc1ccc(CCNC(=O)CSc2nnc3ccc(-c4cccnc4)nn23)cc1	-3	13	6	17	-20	-10	-9	-2
CCC(C)(C)NC(=O)C(c1cccc(OC)c1OC)N(CC(C)C)C(=O)CCC(=O)Nc1cc(C)on1 (stereo not drawn)	-2	-4	-1	2	2	2	3	-7
Cc1ccccc1Nc1nc(N)nc(COC(=O)[C@@H](NC(=O)c2ccco2)C(C)C)n1	x	x	0	-1	5	-7	x	1
Cc1ccc(C(=O)Cn2nnc3ccccc32)cc1C	1	12	12	-8	1	-76	4	1
CC(=O)c1ccc(S(=O)(=O)N2CCC(NC(=O)c3ccccc3)CC2)cc1	-2	16	-1	7	-4	4	0	-1
CCCCN(c1ccccc1)S(=O)(=O)c1cccc(C(=O)O)c1	-3	1	3	6	4	5	-2	-1
Cc1ccc(C(=O)NNC(=O)CSc2nnc(-c3ccncc3)n2-c2ccc(C)cc2)cc1	-1	0	x	52*	-1	x	-1	x
O=C(CSc1nnc(NC(=O)c2ccc(S(=O)(=O)N3CCOCC3)cc2)s1)Nc1ccccc1C(F)(F)F	-1	12	20	0	-5	9	-10	13
Cc1ccccc1-n1c(SCc2cc(=O)n3ccccc3n2)nc2[nH]ncc2c1=O	-3	13	-9	2	5	27	4	1

Record cards, from the list above:
Entry for `Cc1ccc(C(=O)Cn2nnc3ccccc32)cc1C` : APJ ag: 1; APJ antag: 12; CCR6 antagonist: 12; EBI2 antag: -8; CXCR6 block: 1; Gli-Sufu antag: -76; UBC13 polyUb: 4; ATG4B inh: 1
Entry for `CCCS(=O)(=O)N1CCCC(C(=O)NCCN2CCCCC2C)C1` (stereo not drawn) : APJ ag: -3; APJ antag: 5; CCR6 antagonist: -1; EBI2 antag: 0; CXCR6 block: 2; Gli-Sufu antag: 8; UBC13 polyUb: 3; ATG4B inh: -7

Additional entries follow:
SMILES	APJ ag	APJ antag	CCR6 antagonist	EBI2 antag	CXCR6 block	Gli-Sufu antag	UBC13 polyUb	ATG4B inh
COc1cccc(N(C(=O)Cn2nnc(-c3ccc(C)o3)n2)C(C(=O)NC2CCCC2)c2ccncc2)c1 (stereo not drawn)	-2	-3	11	4	-2	11	-3	0
Cc1ccc(Nc2cc(=O)[nH]c(=O)[nH]2)cc1Cl	-1	-2	12	10	2	3	-8	-12
O=C(Nc1nccs1)c1cc2c(s1)-c1ccccc1OC2	-3	3	23	9	7	-58	12	1
CC(=O)Nc1cccc(C(=O)OCC(=O)Nc2nnc(-c3ccccc3)o2)c1	3	17	8	-6	-10	-7	3	-5
O=C(CN1CCC(O)(c2cccc(F)c2)CC1)NCCc1c[nH]c2ccccc12	-3	-35	14	13	3	3	4	-9
CC(=O)c1cccc(NC(=O)c2cc(=O)[nH]c3ccc(S(=O)(=O)N4CCOCC4)cc23)c1	-3	11	12	-3	9	1	20	-1
Cc1ccccc1-n1nc2c(c1NC(=O)c1c(-c3ccccc3Cl)noc1C)CS(=O)(=O)C2	-5	3	1	1	4	-11	4	-8
COc1ccc(S(=O)(=O)NCCSc2ccc(Cl)cc2)cc1OC	1	21	-2	15	-7	3	7	-3
Oc1ccc(Nc2nc(-c3ccccc3F)nc3ccccc23)cc1	-2	-3	11	-10	6	3	13	-11
C=CCN(CC=C)S(=O)(=O)c1ccc(NC(=O)COc2ccccc2OC)cc1	-5	1	6	8	-16	-13	-5	-11
CCN(CC)c1ccc(/C=N\NC(=O)c2cccc3cc[nH]c23)cc1	3	-16	-1	-5	4	-30	-2	-2
CCS(=O)(=O)NCCc1cc2cc(C)c(C)cc2[nH]c1=O	x	x	-13	-8	3	-30	x	1
COc1ccccc1C(=O)Nc1cccc(C(=O)c2ccccc2)c1	-2	-10	18	2	4	-8	0	8
CCCCn1cc(C(=O)c2cc(Br)ccc2O)cc(C#N)c1=O	4	-13	9	-9	-5	8	-13	-3
CCNS(=O)(=O)c1ccc(NC(=O)Nc2cccc(C(F)(F)F)c2)cc1	2	-19	-5	11	-14	9	18	-13
CCCc1cc(C(=O)NCCc2ccc(OC)c(OC)c2)no1	4	6	-3	4	-2	-2	6	-5
O=[N+]([O-])c1ccccc1/C=N/OCc1ccccc1	-5	-20	15	-1	13	-68	2	20
Cc1n[nH]c(=O)nc1N1CCc2ccccc2C1	-5	9	8	4	-6	23	11	-3
Cc1ccc(-c2cc(C(F)F)n3ncc(C(=O)Nc4cn(C)nc4C)c3n2)cc1	-6	4	14	4	0	0	4	-3
CCCC(=O)c1ccc(N2CCCCCC2)c(F)c1	-5	3	9	-4	-4	-38	14	8
COC(=O)c1ccc(-c2csc(NC(=O)c3ccc(S(=O)(=O)N4CCc5ccccc5C4)cc3)n2)cc1	-3	-3	8	-6	1	-7	-4	-2
CC(Oc1ccc(Cl)cc1Cl)C(=O)NCCCn1ccnc1 (stereo not drawn)	-4	0	0	4	4	13	9	-9
CC(NC(=O)Nc1ccccc1F)C(C)(C)C (stereo not drawn)	-1	0	8	-9	2	-3	6	-6
O=C1C=C(c2ccccc2)C[C@H](c2cccs2)[C@H]1n1cnc([N+](=O)[O-])c1	2	-5	2	-4	4	0	2	-14
CC(=O)Oc1ccc(C(=O)NCCc2ccccc2)cc1	-2	3	5	-22	-1	-70	2	3
CC(=O)Nc1ccc(C(=O)NCCCSc2ccccc2)cc1	5	1	5	4	-7	-2	2	-4
Nc1ccccc1SCC(=O)Nc1nccs1	-1	8	-1	-7	-1	-7	4	5
CCN1C(=O)[C@H]2[C@@H](c3ccc(-c4ccccc4)cc3)N3CCC[C@@]3(C(=O)OC)[C@H]2C1=O	-4	-6	15	1	5	-7	2	-3
COc1cccc2cc(C(=O)NCC3CCCO3)c(=O)oc12 (stereo not drawn)	0	26	-16	-23	3	-9	1	-7
Cc1cc([N+](=O)[O-])nn1Cc1c(F)c(F)c(F)c(F)c1F	-6	23	6	-14	4	2	-7	9
Cc1ccc2c(CC(=O)NCc3cccs3)coc2c1	-4	14	5	2	-1	-20	-3	0
